IL-2 act: activates IL-2 in a cell-based reporter assay | activation, % (series mostly up to about 46 µM) | actives 0.065% (n = 360,000) | AID 652025 | IL-2 activation reporter assay, cell-based qHTS; stimulated with anti-CD3/CD4/CD28 beads; in transgenic mouse T cells; in the data active = activation above about 50%; inconclusive = mostly about 30% to 49%; note: 0% is about no effect
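Screening format: compound pinned onto unstimulated transgenic mouse T cells, 60 min incubation, then anti-CD3/anti-CD4/anti-CD28 bead stimulation for 18 hours at 37 degrees C, followed by EGFP and DsRed detection.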
Nrf2 activator: Nrf2 pathway activation; actives 0.31% (n = 410,000); Potency, µM (titrated, usually from 46.1 µM), without a hit: top-dose activation, hits mostly activators; AREc32 ARE-luciferase reporter (MCF7-derived line), luminescence, 24 h; AID 624171; note: potency is the fitted concentration of half-maximal effect; % of control where 0% means no effect; nearly all actives have a fitted effect of over 65% in size
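ARE-driven firefly luciferase activity in AREc32 cells measured after a 24 hr compound exposure at 37 deg C, using Steady-Glo reagent and a 30 min room-temperature hold.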
HepG2 tox: counter-screen for TGF-b inhibitors: cytotoxicity in HepG2 cells. actives 0.76% (n = 410,000). Potency, µM (series often up to 46.1 µM), for inactives: top-dose activity change, negative = cytotoxicity, usual class: cytotoxic. HepG2 CAGA-GFP viability, ATP luminescence, 18 h; note: potency is the fitted concentration of half-maximal effect; some results filed as inactive show a strong effect at the top dose
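CellTiter-Glo luminescence gave cytotoxicity after 18 hours at 37 degrees C. The cells were HepG2 CAGA-GFP in 1% FBS DMEM, stimulated with 500 pg/mL TGF-beta after compound addition. %Activity was normalised to no-cell wells (complete cell-killing) and DMSO (no toxicity), and curves were fitted and classified.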
EPAC2 agonist: EPAC2 (human) agonism. EPAC2 activation, biochemical qHTS; response scale: 100% = 6.5 mM cAMP response. Potency, µM (top dose mostly 154 µM), for inactives: top-dose activation, usual class: activators. actives 0.079% (n = 360,000); note: potency is the fitted concentration of half-maximal effect; nearly all actives have a fitted effect of over 50% in size
Target sequence (Q8WZA2 whole entry, looked up): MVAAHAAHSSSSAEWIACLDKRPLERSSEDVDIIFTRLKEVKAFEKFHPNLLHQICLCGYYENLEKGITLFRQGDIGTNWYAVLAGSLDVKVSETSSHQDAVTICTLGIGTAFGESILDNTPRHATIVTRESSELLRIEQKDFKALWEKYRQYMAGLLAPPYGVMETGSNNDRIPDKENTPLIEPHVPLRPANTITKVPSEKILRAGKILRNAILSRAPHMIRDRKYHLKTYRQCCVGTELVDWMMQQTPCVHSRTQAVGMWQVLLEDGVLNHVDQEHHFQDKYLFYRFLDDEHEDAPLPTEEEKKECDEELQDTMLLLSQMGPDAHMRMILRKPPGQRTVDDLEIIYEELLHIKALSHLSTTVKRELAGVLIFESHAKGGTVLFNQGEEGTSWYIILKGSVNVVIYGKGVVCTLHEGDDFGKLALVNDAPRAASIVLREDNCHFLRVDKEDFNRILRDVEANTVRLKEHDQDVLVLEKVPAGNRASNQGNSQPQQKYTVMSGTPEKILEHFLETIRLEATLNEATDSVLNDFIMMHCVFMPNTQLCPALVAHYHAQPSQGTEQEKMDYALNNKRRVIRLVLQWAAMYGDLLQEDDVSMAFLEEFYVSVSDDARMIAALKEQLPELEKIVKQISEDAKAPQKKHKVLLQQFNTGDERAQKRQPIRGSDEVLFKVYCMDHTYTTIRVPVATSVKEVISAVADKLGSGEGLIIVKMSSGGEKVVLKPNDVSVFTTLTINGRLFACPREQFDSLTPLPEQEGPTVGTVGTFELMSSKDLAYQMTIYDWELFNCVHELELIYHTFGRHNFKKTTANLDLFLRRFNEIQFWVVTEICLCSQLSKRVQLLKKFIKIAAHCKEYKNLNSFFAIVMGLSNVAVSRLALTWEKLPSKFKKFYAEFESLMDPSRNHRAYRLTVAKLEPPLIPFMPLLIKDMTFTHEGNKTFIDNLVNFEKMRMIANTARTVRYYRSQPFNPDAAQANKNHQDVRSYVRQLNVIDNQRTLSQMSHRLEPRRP
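Each well held 100 nM EPAC2, 250 nM RAP1B-BODIPY-GDP and 50 uM GDP. Fluorescence, read at 5-min intervals to 30 min, was referenced to a 6.5 mM cAMP positive control.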
TGFb inhibitor: blocks TGF-b signaling; actives 1.2% (n = 410,000); Potency, µM (titrated, usually from 46.1 µM), for the others: at the highest dose activity, negative = inhibition, most hits filed as inhibitors; HepG2 CAGA-GFP TGF-b/SMAD3 reporter, GFP fluorescence, 18 h; TGF-beta stimulated, 500 pg/mL final; note: potency is the fitted concentration of half-maximal effect; % is set by controls: 0 for no effect and ±100 for the full control effect; nearly all actives have a fitted effect of over 65% in size
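Per well, imaged GFP fluorescence of HEPG2 CAGA-GFP cells gives the signal; cells get compound, then TGF-beta (500 pg/mL final), 18 h at 37 degrees C; %Activity versus -TGF-beta and +DMSO controls.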
ATXN2 expr inh: inhibitors of ATXN2 expression; Potency, µM (top dose mostly 57 µM), without a hit: at the highest dose activity change, negative = inhibition, usual class: inhibitors; actives 0.72% (n = 360,000); HEK-293 ATXN2-luciferase reporter, luminescence, 24 h; note: potency is the fitted concentration of half-maximal effect; % is set by controls: 0 for no effect and ±100 for the full control effect; nearly all actives have a fitted effect of over 55% in size
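ATXN2-luciferase reporter cells (luciferase flanked by upstream and downstream ATXN2 gene portions) were treated 24 h at 37 °C with compounds at up to 57 uM. SteadyGlo luminescence gave expression; GF-AFC fluorescence gave viability.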
A549 tox: kills or reduces viability of A549 cells in Nrf2 counter-screen; Potency, µM (series often up to 46 µM), for inactives: top-dose activity change, negative = cytotoxicity, most hits filed as inhibitors; A549 ARE-Fluc cells, CellTiter-Fluor viability, 18-24 h; actives 0.16% (n = 390,000); note: potency is the fitted concentration of half-maximal effect; % is set by controls: 0 for no effect and ±100 for the full control effect
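Cytotoxicity counterscreen: CellTiter-Fluor fluorescence was measured in A549 ARE_Fluc cells after 18-24 h of compound exposure in a concentration series. The subsequent BugLite luminescent read reports ARE-luciferase activity.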
Nrf2 block: Nrf2 pathway inhibition; A549 ARE-Fluc reporter, luciferase luminescence, 18-24 h; AID 504444; actives 2.1% (n = 360,000); Potency, µM (titrated, usually from 46 µM), for inactives: at the top dose activity change, negative = inhibition, usual class: inhibitors; note: potency is the fitted concentration of half-maximal effect; % is set by controls: 0 for no effect and ±100 for the full control effect; nearly all actives have a fitted effect of over 60% in size
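Nrf2 activity is the BugLite luminescence, read 15 min after reagent at room temperature, following CellTiter-Fluor cytotoxicity readout (30 min, 37C). Compound titrations were applied for 18-24 h to 5000 A549 ARE_Fluc cells/well in 5% FBS OPTI-MEM.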
S2 tox: cell viability loss in ATXN counter-screen. S2 cells (HEK-293 line with an ATXN2-luciferase reporter) viability, CellTiter-Fluor protease fluorescence, 24 h. Potency, µM (top dose mostly 56.7 µM), hits mostly cytotoxic. actives 0.49% (n = 400,000); note: potency is the fitted concentration of half-maximal effect; nearly all actives have a fitted effect of over 40% in size
* hit, by the source's call; & = joins results of further samples; [ ] = another dose, or the depositor's remark. Unless noted, calls come from the whole dose curve; as a rule, active = well fitted curve in the direction sought with a large enough effect; inconclusive = small, poorly fitted or top-dose-only effect, or another doubt; inactive = no such curve, though single readings can be large; an effect the other way counts as inactive or inconclusive.

`CC(CN1CCCCC1)OC(=O)CCc1ccccc1` (stereo not drawn) gave IL-2 act -0.3, Nrf2 activator 0.2%, HepG2 tox -3%, EPAC2 agonist 8%, TGFb inhibitor -1%, ATXN2 expr inh -3%, A549 tox -4%, Nrf2 block -1% and S2 tox inactive.
`NC(=O)C1CCN(C(=O)c2ccc(-c3ccccc3)cc2)CC1` gave IL-2 act 0.0, Nrf2 activator 0.0%, HepG2 tox 7%, EPAC2 agonist 5%, TGFb inhibitor -5%, ATXN2 expr inh 2%, A549 tox -11%, Nrf2 block -22% and S2 tox inactive.
CCCn1c(-c2cccnc2Cl)nc2cc(Cl)c(Cl)cc21 was read as IL-2 act 0.7, Nrf2 activator 0.1%, HepG2 tox -10%, EPAC2 agonist -4%, TGFb inhibitor -5%, ATXN2 expr inh -32%, A549 tox -14%, Nrf2 block inconclusive and S2 tox inconclusive.
For CCn1c(CSCc2ccc(C)cc2)nnc1SCC(=O)N1CCN(c2ccccc2)CC1 the results were IL-2 act -0.6, Nrf2 activator 3.3%, HepG2 tox -11%, EPAC2 agonist 0%, TGFb inhibitor inconclusive, ATXN2 expr inh -33%, A549 tox inconclusive, Nrf2 block 21µM* and S2 tox inactive.
For CN(C)C=NCCn1c(N2CCOCC2)nc2c1c(=O)n(C)c(=O)n2C the results were IL-2 act 0.3, Nrf2 activator -0.6%, HepG2 tox 12%, EPAC2 agonist 10%, TGFb inhibitor 17%, ATXN2 expr inh -8%, A549 tox 13% and S2 tox inactive.
`COc1ccc(NC(=O)C2CCN(S(=O)(=O)c3ccc4c(c3)CCCC(=O)N4)CC2)cc1Cl` gave Nrf2 activator -1.3%, HepG2 tox -6%, TGFb inhibitor 1%, ATXN2 expr inh 0%, A549 tox 17%, Nrf2 block 16% and S2 tox inactive.
CCOc1ccccc1C(=O)OCC(=O)Nc1nnc(-c2ccccc2)o1 was read as IL-2 act -0.8, Nrf2 activator 2.8%, HepG2 tox -19%, EPAC2 agonist 8%, TGFb inhibitor -5%, ATXN2 expr inh -3%, A549 tox 2%, Nrf2 block -3% and S2 tox inactive.
`CCCS(=O)(=O)c1nc(S(=O)(=O)c2ccc(C)cc2)c(N(CC)CC)s1` gave Nrf2 activator 0.0%, HepG2 tox -19%, A549 tox 7% and Nrf2 block 3%.
`O=C1CC2(CCCCC2)Oc2ccccc21` gave IL-2 act 0.0, Nrf2 activator -0.6%, HepG2 tox 6%, EPAC2 agonist 1%, TGFb inhibitor -1%, ATXN2 expr inh -2%, A549 tox -2%, Nrf2 block 8% and S2 tox inactive.
N/C(=N\OC(=O)Cc1ccc(-c2ccccc2)cc1)c1ccncc1 was read as IL-2 act -0.1, Nrf2 activator -0.1%, HepG2 tox -24%, EPAC2 agonist 5%, TGFb inhibitor -7%, ATXN2 expr inh -8%, A549 tox -1%, Nrf2 block 15% and S2 tox inactive.
CS(=O)(=O)c1ccccc1-c1csc(N2CCC(C(N)=O)CC2)n1 was read as IL-2 act -1.6, Nrf2 activator -0.2%, HepG2 tox -1%, EPAC2 agonist 7%, TGFb inhibitor 10%, ATXN2 expr inh 33%[activator], A549 tox -8%, Nrf2 block inconclusive and S2 tox inactive.
For COc1ccc(CCNC(=O)C(C)OC(=O)c2nsc(Cl)c2Cl)cc1OC (stereo not drawn) the results were IL-2 act 1.5, Nrf2 activator -0.8%, HepG2 tox 3%, EPAC2 agonist 7%, TGFb inhibitor -16%, ATXN2 expr inh 3%, A549 tox -4%, Nrf2 block 24% and S2 tox inactive.
`COc1ccccc1CNC(=O)CCC(=O)N1Cc2cccc(OC)c2Oc2ncccc21` gave IL-2 act 0.4, Nrf2 activator 0.5%, HepG2 tox -21%, EPAC2 agonist -2%, TGFb inhibitor -11%, A549 tox -2%, Nrf2 block 10% and S2 tox inactive.
For CCN(CC)CCN(Cc1cc2ccc(C)cc2[nH]c1=O)C(=S)Nc1ccccc1C(=O)OC the results were IL-2 act -0.4, Nrf2 activator 9.6%, HepG2 tox -11%, EPAC2 agonist -6%, TGFb inhibitor 17%, ATXN2 expr inh 3%[11.3 µM], A549 tox inconclusive, Nrf2 block 27% and S2 tox inactive.
For Cc1cccc(N2CCN(C(=O)COc3cc(=O)n(C)c4ccccc34)CC2)c1C the results were IL-2 act 0.2, Nrf2 activator 1.0%, HepG2 tox -18%, EPAC2 agonist -7%, TGFb inhibitor 0%, ATXN2 expr inh 1%, A549 tox -7%, Nrf2 block inconclusive and S2 tox inactive.
CC1(C(=O)O)CCCN1C(=O)c1cccc2ccccc12 (stereo not drawn) was read as IL-2 act -0.2, Nrf2 activator -0.3%, HepG2 tox -10%, EPAC2 agonist 5%, TGFb inhibitor -5%, ATXN2 expr inh 14% and S2 tox inactive.
`O=C(c1ccc(Cl)c(S(=O)(=O)N2CCCC2)c1)N1CCCCC1` gave IL-2 act -3.0, Nrf2 activator -0.2%, HepG2 tox 11%, EPAC2 agonist -5%, TGFb inhibitor 5%, ATXN2 expr inh -6%, A549 tox 1%, Nrf2 block -11% and S2 tox inactive.
`COC(=O)/C(=C1/Oc2ccc(C(C)(C)C)cc2S1)C(F)(F)F` gave IL-2 act -0.1, Nrf2 activator -0.2%, HepG2 tox 4%, EPAC2 agonist -3%, TGFb inhibitor -1%, ATXN2 expr inh 40%[activator], A549 tox 2%, Nrf2 block inconclusive and S2 tox inactive.
`Cc1ccc(C(=O)Nc2cccc(C(F)(F)F)c2)cc1NC(=O)c1nccnc1N` gave IL-2 act 1.9&-0.4, Nrf2 activator 3.3%&0.3%, HepG2 tox 1%&1%, EPAC2 agonist -4%&-1%, TGFb inhibitor 3%&-17%, ATXN2 expr inh -17%&-23%, A549 tox -11%, Nrf2 block -19% and S2 tox inconclusive.
Screening CC12CCC(C(=O)Nc3ccccc3)(C(Br)C1=O)C2(C)C (stereo not drawn) returned IL-2 act -1.8, Nrf2 activator 0.1%, HepG2 tox 11%, EPAC2 agonist -3%, TGFb inhibitor -2%, ATXN2 expr inh -5%, A549 tox 2%, Nrf2 block 4% and S2 tox inactive.
Screening Cc1ccc(NC(=O)CCNC(=O)c2ccc(Cl)cc2)cc1F returned IL-2 act -1.8, Nrf2 activator -0.8%, HepG2 tox 3%, EPAC2 agonist 0%, TGFb inhibitor 3%, ATXN2 expr inh -4%, A549 tox -1%, Nrf2 block 0% and S2 tox inconclusive.
Screening CCc1nc(NCc2cccnc2)c2oc3ccccc3c2n1 returned IL-2 act 1.2, Nrf2 activator 2.5%, HepG2 tox -31%, EPAC2 agonist 3%, TGFb inhibitor 13%, ATXN2 expr inh -11%, A549 tox -7%, Nrf2 block -28% and S2 tox inactive.
CCC(CO)Oc1cc(NC(=O)c2ccccc2N)c2ncn(C(C)C)c2c1 (stereo not drawn) was read as IL-2 act -0.1, Nrf2 activator 0.4%, HepG2 tox -3%, EPAC2 agonist 8%, TGFb inhibitor 20%, ATXN2 expr inh 1%, A549 tox -8%, Nrf2 block 2% and S2 tox inactive.
`CCc1ncc(CN2CCCC(C(=O)Nc3ccc(-c4cscn4)cc3)C2)cn1` (stereo not drawn) gave IL-2 act -0.4, Nrf2 activator -0.8%, HepG2 tox 2%, EPAC2 agonist 3%, TGFb inhibitor 3%, ATXN2 expr inh -5%, A549 tox 1%, Nrf2 block 4% and S2 tox inactive.
Screening COc1ccc(OC)c(/C=N/NC(=O)c2c(C)nc3ccc(C)cn23)c1 returned IL-2 act -4.8, Nrf2 activator 0.4%, HepG2 tox 10%, EPAC2 agonist 5%, TGFb inhibitor -19%, ATXN2 expr inh 25%, A549 tox 0%, Nrf2 block 8% and S2 tox inactive.
COc1ccc(SC[C@H](CC(C)C)N2CCN(CCc3ccccc3)CCC2=O)cc1 was read as IL-2 act -0.5, Nrf2 activator 3.7%, HepG2 tox -17%, EPAC2 agonist 1%, TGFb inhibitor inconclusive, ATXN2 expr inh -7%, A549 tox -12%, Nrf2 block 8% and S2 tox inconclusive.
`CN(Cc1ccccc1)C(=O)COc1ccccc1Cl` gave IL-2 act 0.7, Nrf2 activator 0.7%, HepG2 tox -23%, EPAC2 agonist 0%, TGFb inhibitor 0%, A549 tox 1%, Nrf2 block 7% and S2 tox inactive.
`CC(=O)NC1(c2ccccc2)CCN(CC(=O)N2CCC(C)CC2)CC1` gave IL-2 act 0.5, Nrf2 activator -0.1%, HepG2 tox -11%, EPAC2 agonist -1%, TGFb inhibitor -13%, A549 tox 5%, Nrf2 block -1% and S2 tox inactive.
Screening CC1(C)CC(=O)C=C(Nc2ccc(F)cc2)C1 returned IL-2 act -3.4, Nrf2 activator 0.2%, HepG2 tox -8%, EPAC2 agonist 6%, TGFb inhibitor 21%, ATXN2 expr inh -12%, A549 tox 12%, Nrf2 block 6% and S2 tox inactive.
Screening O=C(Nc1ccc2c(c1)OCO2)c1c[nH]c(=O)n(-c2ccc(F)cc2)c1=O returned IL-2 act -1.3, Nrf2 activator 1.7%, HepG2 tox 0%, EPAC2 agonist -4%, TGFb inhibitor inconclusive, ATXN2 expr inh 7%, A549 tox -1%, Nrf2 block 16% and S2 tox inconclusive.

Among those listed so far, these contain an NH in an aromatic ring.
For CCN(CC)CCN(Cc1cc2ccc(C)cc2[nH]c1=O)C(=S)Nc1ccccc1C(=O)OC the results were IL-2 act -0.4, Nrf2 activator 9.6%, HepG2 tox -11%, EPAC2 agonist -6%, TGFb inhibitor 17%, ATXN2 expr inh 3%[11.3 µM], A549 tox inconclusive, Nrf2 block 27% and S2 tox inactive.
Screening O=C(Nc1ccc2c(c1)OCO2)c1c[nH]c(=O)n(-c2ccc(F)cc2)c1=O returned IL-2 act -1.3, Nrf2 activator 1.7%, HepG2 tox 0%, EPAC2 agonist -4%, TGFb inhibitor inconclusive, ATXN2 expr inh 7%, A549 tox -1%, Nrf2 block 16% and S2 tox inconclusive.

Compound activity deposited in PubChem BioAssay by National Center for Advancing Translational Sciences (NCATS).
